# Screens: PubChem BioAssay, Broad Institute
# miR122 inh – miR-122 Renilla sensor signal increase in Huh7, primary screen, miR-122 inhibitor project, cell-based, single point, plate reader; Huh7 miR-122 Renilla luciferase sensor, 48 h; neutral wells = 0, positive control = 100; activation (reporter increase), % at 12.5 µM; actives 0.3% (n = 340,000); AID 602342, 2012;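 active = mean replicate activation score at least 90 and every replicate individually at or above 90; inconclusive = only one of the two criteria met; inactive = neither criterion met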;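 also: higher luciferase means less miR-122 activity so hits act as miR-122 inhibitors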
# ERp5 inh – inhibitors of ERp5-driven insulin aggregation, primary screen, biochemical, turbidity, absorbance 650 nm, single point. Protein disulfide-isomerase A6 (Homo sapiens), Q15084. 90 min. inhibition, % at 9.99 µM. actives 0.05% (n = 350,000). AID 651711, 2012;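 active = mean replicate inhibition above about 25%, with every replicate also reaching it, limit read from the data, passing the limit was not always enough; inconclusive = only one of those two criteria met; inactive = neither criterion met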
# Target sequence (Q15084 whole entry, looked up): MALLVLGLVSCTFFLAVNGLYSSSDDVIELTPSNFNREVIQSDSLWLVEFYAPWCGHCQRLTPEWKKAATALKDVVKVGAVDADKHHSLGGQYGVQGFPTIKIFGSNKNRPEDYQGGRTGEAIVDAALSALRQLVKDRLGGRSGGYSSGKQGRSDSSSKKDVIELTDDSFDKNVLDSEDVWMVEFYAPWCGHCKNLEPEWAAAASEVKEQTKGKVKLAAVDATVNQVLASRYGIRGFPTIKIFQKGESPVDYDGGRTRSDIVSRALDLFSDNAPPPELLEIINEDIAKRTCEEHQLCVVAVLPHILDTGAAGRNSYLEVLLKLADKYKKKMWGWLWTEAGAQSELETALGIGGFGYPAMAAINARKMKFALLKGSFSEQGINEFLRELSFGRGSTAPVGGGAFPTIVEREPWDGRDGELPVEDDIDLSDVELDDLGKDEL
# Cneo AK release – Cryptococcus neoformans cell lysis inducers, primary screen, AK release luminescence, single concentration; actives 0.2% (n = 360,000); AID 651654, 2012; C. neoformans lysis, adenylate kinase release luminescence, 4 h; normalised: neutral wells 0, clomiphene wells 100; lysis activity, % at 15 µM;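 active = mean lysis activity across replicates of at least 80%, whatever share of replicates individually reach that level; inactive = mean lysis activity below 80%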
#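 Assay system: C. neoformans cells. Amount: yeast cell density of 5 × 10^6 cells/mL. Technique: AK luminescence. Buffer or medium: YPD. Times: static 4 h at 37 °C with compound, 1 h detection. Dosing: single-point compound dose. Read-out: lysis from increased AK signal.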
# esBAF inh – Bmi1 luciferase reporter increase in mESCs, primary screen, esBAF inhibitor project, mouse ES cells, Bmi1 luciferase knock-in, single point | 24 h; 100% = twice the neutral-well signal | reporter increase, % at 12.5 µM | actives 2% (n = 350,000) | AID 602393, 2012; in the data active = activation above about 40%; inconclusive = no clear call, values can overlap the other calls;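 also: 0% = median of the plate's neutral control wells and 100% = double that signal; a rise in the Bmi1 reporter signal indicates esBAF inhibition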
# ARNT TACC3 PPI – disruptors of ARNT/TACC3 protein interaction, primary screen, biochemical, AlphaScreen, single concentration | actives 0.66% (n = 390,000) | AID 623870, 2012 | inhibition, % at 9.99 µM | AlphaScreen His-ARNT PAS-B/GST-TACC3 binding, luminescence; TACC3 fragment carries E629A point mutation | Transforming acidic coiled-coil-containing protein 3 (Homo sapiens), Q9Y6A5;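 active = mean inhibition of replicates at least 50% and at least half of replicates each reaching 50%; inconclusive = half or more replicates reach 50% but mean below 50%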;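 also: 0% = complete ARNT plus TACC3 wells and 100% = ARNT alone without TACC3; many hits fall short of the cut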
# C2C12 statin – suppressors of statin myotoxicity in C2C12 myotubes, primary screen, cell-based, single point, plate reader | rescue of ATP level, % at 7.49 µM | actives 0.78% (n = 330,000) | C2C12 myotubes + simvastatin, ATP luminescence, 48 h; scaled: DMSO 0, geranylgeraniol control 100 | AID 602340, 2012;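 active = mean ATP rescue above about 67%, or every replicate alone reaching that limit, limit read from the data, passing the limit was not always enough; inconclusive = no clear call, values can overlap the other calls; inactive = mean under the limit and some replicate under it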;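 also: myotubes were challenged with 10 µM simvastatin during compound exposure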
# SIRT5 block – SIRT5 desuccinylase inhibitors, primary screen, biochemical, fluorescence imaging, single point, set 5 | Purified SirT5, succinyl-peptide AMC, trypsin-coupled fluorescence | NAD-dependent protein deacylase sirtuin-5, mitochondrial (Homo sapiens), Q9NXA8 | AID 652115, 2013 | inhibition, % at 15 µM | actives 1.1% (n = 330,000); in the data active = inhibition above about 15%; inconclusive = no clear call, values can overlap the other calls
# Target sequence (Q9NXA8 whole entry, looked up): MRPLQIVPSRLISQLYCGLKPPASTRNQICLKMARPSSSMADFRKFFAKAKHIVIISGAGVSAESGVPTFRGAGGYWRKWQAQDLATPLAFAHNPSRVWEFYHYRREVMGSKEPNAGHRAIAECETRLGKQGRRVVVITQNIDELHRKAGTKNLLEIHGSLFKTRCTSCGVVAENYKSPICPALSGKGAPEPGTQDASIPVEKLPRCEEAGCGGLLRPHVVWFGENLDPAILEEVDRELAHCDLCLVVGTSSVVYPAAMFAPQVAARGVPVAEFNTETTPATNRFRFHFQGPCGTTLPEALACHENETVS
# Numbers without * were called inactive; ? = inconclusive; . = no result given; & = joins results of further samples; [ ] = dose if it differs, or a comment.
SMILES,miR122 inh,ERp5 inh,Cneo AK release,esBAF inh,ARNT TACC3 PPI,C2C12 statin,SIRT5 block
O=C(Nc1nnc(Cc2ccccc2)s1)c1cnccn1,.,-5,.,.,34,.,-1
CC(C)C[C@H]1CNC(=S)N1C[C@H]1CCCN1C[C@H](Cc1ccc(O)cc1)N1C[C@H](CC(C)C)N(CC2CCCCCC2)C1=S,0,-3,0,-10,.,-2,-1
CC(=O)c1ccc(OCC(O)CN2CCN(Cc3ccc4c(c3)OCO4)CC2)cc1 (stereo not drawn),-4&1,-1&-4,0&-2,3&2,-9&-4,10&1,.
COc1ccc(-n2c(SCC(=O)N3CCOCC3)nc(O)cc2=O)cc1,.,0,-1,-5,.,4,-2
CCOC(=O)C(CC(=O)O)=C(c1ccccc1)c1ccccc1,.,0,-1,1,-5,28,-6
C[C@@H]1CN([C@@H](C)CO)C(=O)c2cccc(NS(=O)(=O)c3ccccc3)c2O[C@@H]1CN(C)Cc1ccc(Oc2ccccc2)cc1,31[16.7 µM],-2,8,9,4,10,2
CC(=O)Nc1ccc(NC(=O)CSc2nnc(C3CC3)n2-c2ccccc2)cc1,3,2,4,0,-3,21,2
C[C@@H]1CN([C@@H](C)CO)C(=O)Cc2cc(NS(C)(=O)=O)ccc2O[C@@H]1CN(C)Cc1ccc(-c2ccccc2)cc1,-2[16.7 µM],-1,-8,1,5,44,2
COc1ccc(CN(C)C(=O)c2cnc(OC)cc2C(F)(F)F)c(OC)c1,5,1,1,-7,-7,9,-10
Cc1nc2ccc([N+](=O)[O-])cc2c(=O)n1Cc1ccc(Br)cc1,.,1,1,4,9,-8,0
CCCCc1n[nH]c2c1/C(=N/O)CC(C)(C)C2,-3,.,-2,10,-4,0,.
CCCOC(=O)Cc1n[nH]c(=O)[nH]c1=O,0,.,0,-12,-2,8,.
O=C(NCCCc1ccccc1)c1cccs1,0,-2,-1,30,2,19,-3
COc1ccc(S(=O)(=O)NCc2ccco2)cc1N(C)S(=O)(=O)c1ccccc1,.,-3,.,.,6,.,0
COc1ccc(S(=O)(=O)N(C)C[C@@H]2Oc3ccc(NC(=O)CCN4CCOCC4)cc3C(=O)N([C@@H](C)CO)C[C@@H]2C)cc1,-4[16.7 µM],3,-2,2,-13,11,0
Cn1c(CCN2CCCC2)nc2cc(NS(=O)(=O)c3ccc(F)cc3)ccc21,0,1,0,0,.,5,-2
CCOC(=O)CCCOC(=O)c1ccc(S(=O)(=O)N(C)C)cc1,-11,.,-2,-5,-3,3,.
CC(=O)OCC1=C(C(=O)O)N2C(=O)[C@@H](NC(=O)Cc3cccs3)[C@H]2SC1,-8,-5,1,-1,-3,-2,2
O=C(NCc1cccs1)C1CCN(S(=O)(=O)c2ccc3c(c2)OCCO3)CC1,7,.,-1,-11,-10,-4,.
CCC(C)Sc1nnc(CNC(=O)C23CC4CC(CC(C4)C2)C3)n1C1CCCCC1 (stereo not drawn),-3,.,-5,.,-13,.,.

# Gathered by group, those above containing an NH in an aromatic ring (two)
SMILES,miR122 inh,ERp5 inh,Cneo AK release,esBAF inh,ARNT TACC3 PPI,C2C12 statin,SIRT5 block
CCCCc1n[nH]c2c1/C(=N/O)CC(C)(C)C2,-3,.,-2,10,-4,0,.
CCCOC(=O)Cc1n[nH]c(=O)[nH]c1=O,0,.,0,-12,-2,8,.

# Continuation:
SMILES,miR122 inh,ERp5 inh,Cneo AK release,esBAF inh,ARNT TACC3 PPI,C2C12 statin,SIRT5 block
[2H]c1c([2H])c([2H])c(-c2nc(N3CCCCCC3)sc2C(=O)c2ccccc2)c([2H])c1[2H],2,.,2,13,10,1,.
COc1ccc(N2CCN(C(=O)Cc3ccc(Cl)cc3)CC2)cc1,.,5,0,-6,12,36,-6
Cc1csc(NC(=O)CNC(=O)OCc2ccccc2)n1,-1,.,2,5,-5,-2,.
CCCCNC(=S)NNC(=O)c1csc(C(C)C)c1,12,.,0,26,-7,7,.
CCC(CO)Oc1cc(NCc2ccc(C(=O)O)cc2)c2ncn(C(C)C)c2c1 (stereo not drawn),-9,-4,-3,-3,10,-5,.
CC(C)(C)c1cc(N)n(-c2ccc(C(=O)O)cc2)n1,.,2,.,.,5,.,-1
CC(=O)Nc1cccc(-c2ccnc3c2CC(C)(C(=O)Nc2cccc(Oc4ccccc4)c2)O3)c1 (stereo not drawn),22,4,0,7,.,-11,.
COc1ccc(/C=C2\CCn3c2nc2ccccc2c3=O)cc1OC,-6,.,3,43*,-3,7,.
Cc1ccc(NC(=O)c2cc(S(=O)(=O)N3CCCCC3)c[nH]2)cc1C,-2,4,0,2,-9,-26,.
CCNS(=O)(=O)c1ccc(CCC(=O)Nc2ccc3c(c2)OCCO3)cc1,0,-4,0,2,-4,4,-1
CCCN(CC(=O)Nc1ccc(F)c(F)c1F)C(=O)C1CC(=O)N(Cc2ccccc2)C1 (stereo not drawn),.,-2,-1,.,.,17,-1
CCc1nnc(NC(=O)[C@@H](NC(=O)c2cc(OC)cc(OC)c2)C(C)C)s1,.,3,.,.,13,.,-3
Cc1csc(C(C#N)C(=O)c2cc3ccccc3o2)n1 (stereo not drawn),.,1,-7,46*,4,-41,9
CCN1C[C@@H]2[C@@H]3C(=O)N(Cc4ccccc4)C(=O)[C@@H]3[C@](CC)(C1=O)N2C(=O)c1ccc(Br)cc1,-5,3,3,2,0,-11,-12
N#CC1(Cc2ccccc2)c2ccccc2C=CN1C(=O)c1ccccc1 (stereo not drawn),21,.,-3,0,0,4,.
O=C(CC(=O)N/N=C/c1ccc(Cl)cc1Cl)NCc1ccccc1,.,7,2,-5,0,6,-1
COc1ccc(S(=O)(=O)N2CCOCC2)cc1NC(=O)CCc1cc(OC)c(OC)c(OC)c1,-3,3,-1,-2,-1,2,-7
C#CCN(CC=C(C)C)[C@H](CO)c1ccccc1,.,-1,7,.,-3,.,3
C[C@H](CO)N1C[C@H](C)[C@@H](CN(C)Cc2ccc(F)cc2)Oc2ncc(-c3cccc(C#N)c3)cc2C1=O,-9[16.7 µM],-2,-1,-2,-1,5,10
COc1ccc(C2=CSC3=C(C(=O)c4cccc(S(=O)(=O)N(C)C)c4)CCN23)cc1,-1,.,-1,2,-4,7,.
Cc1nnc(-c2cnn(C)c2N)n1CCCN(C)C,.,4,.,.,6,.,0
C[C@@H]1CN([C@H](C)CO)C(=O)c2cc(NS(=O)(=O)c3ccc(F)cc3)ccc2O[C@@H](C)CCCCO[C@@H]1CN(C)Cc1ccc(C(=O)O)cc1,6[16.7 µM],-1,-8,0,-7,.,0
Cc1cccc(C)c1OCc1cc(C(=O)NCc2cn(C)nc2C)no1,.,-7,-1,-4,.,-1,-2
COc1ccc(NC(=S)N2CCC(c3nc4ccccc4o3)CC2)c(OC)c1,.,8,.,.,0,.,-1
C/C(=N\NC(=O)c1ccc2c(c1)OCO2)c1cccnc1,4,1,-1,21,4,-1,-3
CO[C@@H]1CN(C)C(=O)c2cc(NC(=O)c3ccc(Oc4ccccc4)cc3)ccc2OC[C@H](C)NC[C@@H]1C,.,12,4,-6,2,-26,-1
Cc1cc(NC(=O)c2ccco2)ccc1NC(=O)c1ccco1,-3,2,3,9,0,-20,1
O=C(/C=C/c1ccc(F)cc1)NCCc1ccc2c(c1)OCCO2,1,-11,-1,.,0,.,-5
COCc1nnc(NC(=O)CC(C)C)s1,-5,.,0,-3,-21,-26,.
O=[N+]([O-])c1ccc(-c2c[nH]c(=S)[nH]2)cc1,-5,2,-1,-2,1,5,9
O=C(Nc1cccn(Cc2ccccc2)c1=O)NC1CCCCC1,-3,.,-2,-2,12,2,.
COC(=O)C[C@H]1CC[C@H]2[C@@H](COc3ccc(NC(=O)Nc4cc(C)cc(C)c4)cc3C(=O)N2C)O1,.,-1,3,-4,4,-24,-5
CO[C@@H]1CN(C)C(=O)c2cc(NC(=O)c3cc(C)on3)ccc2OC[C@H](C)N(C(C)=O)C[C@@H]1C,6[16.7 µM],-9,-6,1,-6,-4,1
C[C@H](CO)N1C[C@H](C)[C@H](CN(C)CC2CCCCC2)Oc2c(NC(=O)C3CCOCC3)cccc2C1=O,?,9,1,-7,-5,-29,6
C[C@@H]1CN([C@@H](C)CO)C(=O)Cc2cc(NC(=O)CCCCCC(=O)Nc3ccccc3N)ccc2O[C@H]1CN(C)S(C)(=O)=O,-4[16.7 µM],11,3,4,13,19,1
CC1CCc2onc(C(=O)NCc3ccco3)c2C1 (stereo not drawn),-5,1,0,8,-4,3,0
C[C@@H]1CN([C@@H](C)CO)S(=O)(=O)c2ccc(-c3ccncc3)cc2O[C@H]1CN(C)C,13[16.7 µM],-3,-2,0,-3,0,10
CCN(CC)S(=O)(=O)c1cccc(C(=O)N/N=C2\CCCC(=O)C2)c1,-3,4,.,-1,26,8,-1
COc1ccc(C)cc1S(=O)(=O)N1CCN(S(=O)(=O)c2cc(C)ccc2OC)C(C)C1 (stereo not drawn),57,.,1,2,1,14,.
O=Cc1ccc(OCCOc2ccc([N+](=O)[O-])cc2)cc1,1,7,1,-9,-3,-8,-1

# An excerpt from above in order of their number in ERp5 inh, low to high:
compound	ERp5 inh
CO[C@@H]1CN(C)C(=O)c2cc(NC(=O)c3cc(C)on3)ccc2OC[C@H](C)N(C(C)=O)C[C@@H]1C	-9
CCN(CC)S(=O)(=O)c1cccc(C(=O)N/N=C2\CCCC(=O)C2)c1	4
C[C@H](CO)N1C[C@H](C)[C@H](CN(C)CC2CCCCC2)Oc2c(NC(=O)C3CCOCC3)cccc2C1=O	9
C[C@@H]1CN([C@@H](C)CO)C(=O)Cc2cc(NC(=O)CCCCCC(=O)Nc3ccccc3N)ccc2O[C@H]1CN(C)S(C)(=O)=O	11

# Remaining list, next part
SMILES,miR122 inh,ERp5 inh,Cneo AK release,esBAF inh,ARNT TACC3 PPI,C2C12 statin,SIRT5 block
O=C(O)C[C@@H]1C[C@H]2c3cc(NC(=O)Nc4ccc(C(F)(F)F)cc4)ccc3O[C@H]2[C@H](CO)O1,8[16.7 µM],-4,-5,5,5,3,7
Cc1cc(=O)oc2c1c(C)nn2-c1nn[nH]n1,-7,.,1,.,64*,.,.
COc1cccc(NC(=O)Nc2cc(C(=O)O)ccc2N2CC3CC(C2)c2cccc(=O)n2C3)c1 (stereo not drawn),1,10,0,-6,2,7,0
O=S1(=O)CC(N2CCN(CC3CC3)CC2)CN1Cc1cn(Cc2ccccc2C(F)(F)F)nn1 (stereo not drawn),3,-3,0,1,.,-4,-3
Cc1ccc(S(=O)(=O)NC(C)C(=O)NCc2ccc(Cl)cc2)cc1 (stereo not drawn),-7,-2,7,5,.,16,-4
COc1ccc(S(=O)(=O)N[C@@H]2CC[C@@H](CC(=O)O)O[C@H]2CO)cc1,.,-1,-1,1,-21,11,-2
CC(C)Oc1ccc(CN2CCC2(C)C(=O)Nc2cnc3ccccc3c2)cc1 (stereo not drawn),8,5,0,1,.,3,0
CN(Cc1ccccc1)S(=O)(=O)c1ccc(NC(=S)NC(=O)C2CCCCC2)cc1,125*,-2,1,.,-1,.,1
NC(=O)c1cc(S(=O)(=O)N2CCCC2)ccc1OCCOc1ccccc1,6,-15,0,-7,-4,-6,-1
O=c1[nH][nH]cc1C=Nc1ccc(Cl)cc1,.,3,.,.,-5,.,-3
COc1ccc(CNc2ccc(N3CCN(C(C)=O)CC3)cc2)cc1OC,-1,-6,1,0,13,-7,-2
O=c1cc(N2CCN(c3ccccc3Cl)CC2)[nH]c(=O)n1Cc1ccc(F)cc1,15,-4,0,-6,-3,-58,-4
Cc1ccc(O)c(Nc2nc(-c3ccccc3)nc3ccccc23)c1,-3,1,3,0,26,-33,5
